KDM5B inhibitor = blocks human KDM5B histone demethylase activity; Potency, µM (series often up to 57.7 µM), inactives show at the highest dose activity change, negative = inhibition, hits mostly inhibitors; AID 1347165; Q9UGL1; KDM5B demethylase, FDH-coupled NADH fluorescence (FDH is formaldehyde dehydrogenase); 220,000 compounds, 2.6% hits; active means well fitted inhibition curve with a large enough effect; inconclusive means small, poorly fitted or top-dose-only effect; inactive means no such curve, though single readings can be large or run the other way; further: 0% is about no effect; nearly all actives have a fitted effect of over 70% in size
Target sequence (Q9UGL1 whole entry, looked up): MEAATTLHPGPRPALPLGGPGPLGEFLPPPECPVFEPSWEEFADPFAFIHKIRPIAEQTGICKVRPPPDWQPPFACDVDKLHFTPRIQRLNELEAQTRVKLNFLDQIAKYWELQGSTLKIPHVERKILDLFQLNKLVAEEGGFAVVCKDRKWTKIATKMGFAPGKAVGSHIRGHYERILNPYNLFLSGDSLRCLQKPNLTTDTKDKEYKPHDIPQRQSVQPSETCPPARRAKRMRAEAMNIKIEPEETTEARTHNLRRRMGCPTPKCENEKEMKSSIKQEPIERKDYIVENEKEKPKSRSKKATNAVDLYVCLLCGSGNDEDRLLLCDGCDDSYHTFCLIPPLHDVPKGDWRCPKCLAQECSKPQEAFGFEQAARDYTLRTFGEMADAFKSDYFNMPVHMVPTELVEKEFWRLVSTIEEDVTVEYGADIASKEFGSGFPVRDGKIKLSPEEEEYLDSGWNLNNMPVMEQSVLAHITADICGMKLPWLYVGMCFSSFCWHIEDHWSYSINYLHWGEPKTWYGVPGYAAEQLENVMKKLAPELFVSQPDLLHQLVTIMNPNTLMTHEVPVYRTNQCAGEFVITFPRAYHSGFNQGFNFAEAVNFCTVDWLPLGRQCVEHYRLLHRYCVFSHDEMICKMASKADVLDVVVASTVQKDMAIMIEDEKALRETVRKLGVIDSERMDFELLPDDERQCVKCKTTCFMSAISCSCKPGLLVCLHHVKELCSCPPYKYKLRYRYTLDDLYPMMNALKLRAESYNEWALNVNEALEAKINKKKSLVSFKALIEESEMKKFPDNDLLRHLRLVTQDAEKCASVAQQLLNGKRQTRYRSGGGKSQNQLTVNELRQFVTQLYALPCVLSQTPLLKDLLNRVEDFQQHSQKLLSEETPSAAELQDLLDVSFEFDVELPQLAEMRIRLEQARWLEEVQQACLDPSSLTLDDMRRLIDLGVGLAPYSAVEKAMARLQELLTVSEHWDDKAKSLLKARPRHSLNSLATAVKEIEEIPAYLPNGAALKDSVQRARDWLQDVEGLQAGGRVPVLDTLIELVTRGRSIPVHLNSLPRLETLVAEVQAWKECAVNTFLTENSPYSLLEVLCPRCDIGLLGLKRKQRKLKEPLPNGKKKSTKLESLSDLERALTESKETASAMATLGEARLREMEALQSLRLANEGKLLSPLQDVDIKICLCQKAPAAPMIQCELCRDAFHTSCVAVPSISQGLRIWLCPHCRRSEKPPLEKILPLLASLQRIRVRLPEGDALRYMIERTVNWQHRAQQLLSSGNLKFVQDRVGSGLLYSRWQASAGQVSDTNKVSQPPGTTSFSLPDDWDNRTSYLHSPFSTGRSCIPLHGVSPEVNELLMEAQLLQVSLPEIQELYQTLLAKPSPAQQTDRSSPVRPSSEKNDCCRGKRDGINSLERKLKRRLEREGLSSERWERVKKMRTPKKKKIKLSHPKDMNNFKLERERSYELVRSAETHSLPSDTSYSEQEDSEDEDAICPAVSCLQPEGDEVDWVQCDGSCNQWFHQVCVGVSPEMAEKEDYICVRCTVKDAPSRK
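qHTS format, multiple compound concentrations. Buffer 50 mM HEPES pH 7.5/0.01% Tween-20; 200 nM KDM5BΔAP final; 10 min compound preincubation; substrate-mix levels 12.5 µM peptide, 25 µM α-KG, 0.25 mM NAD⁺; 30 min RT; ΔRFU.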
* hit, by the source's call; [ ] = remark or other dose. Potency means the concentration at half of the fitted maximal effect. A portion of the library; rates above refer to the full screens.

How did CC1CC(=O)N(c2ccc(N(C)Cc3ccccc3)c([N+](=O)[O-])c2)C1=O (stereo not given) do in these assays?
KDM5B inhibitor: 21%

Results for O=C(NCc1ccc(Cn2cncn2)cc1)c1ccccc1F ?
KDM5B inhibitor: 18%

What do the screens show for `COc1cccc(CNC(=O)c2cc(=O)[nH]c3ccc(S(=O)(=O)N4CCCC4)cc23)c1`?
KDM5B inhibitor: 4%

What do the screens show for `Cc1ccc(S(=O)(=O)NCCc2csc3nc(-c4ccccc4C)nn23)cc1`?
KDM5B inhibitor: -16%

What do the screens show for `O=C(CC1C(=O)NCCN1Cc1ccc(F)c(F)c1)NC1CCC1` (stereo not given)?
KDM5B inhibitor: inconclusive

What do the screens show for `Cn1nc(-c2ccc(N3CCOCC3)c(NC(=O)c3ccc(Cl)cc3)c2)c2ccccc2c1=O`?
KDM5B inhibitor: 15%

What do the screens show for `COc1ccc(Cl)cc1NC(=O)N1CCCC(Cn2cnc3cccnc32)C1` (stereo not given)?
KDM5B inhibitor: -3%

Results for CC1=C(C(=O)Nc2ccccc2)C(c2cccc(C)c2)N2C(CC(=O)NC(C)C)=CSC2=N1 (stereo not given) ?
KDM5B inhibitor: -29%

Results for Cc1cccc(C)c1NC(=O)CSCc1cc(=O)n2ccsc2n1 ?
KDM5B inhibitor: 7%

Results for Cc1ccc(-n2ncc3c(NCCCN4CCOCC4)ncnc32)cc1Cl ?
KDM5B inhibitor: inconclusive

How did Cc1ccc(CNc2nc3ccccc3c3nc(-c4cccc(C)c4)nn23)cc1 do in these assays?
KDM5B inhibitor: 2%

What do the screens show for `COc1cccc(N2C(=O)NC(=NC3CCCC3)C23CCN(Cc2ccc(N(C)C)cc2)C3)c1` (stereo not given)?
KDM5B inhibitor: -14%[115 µM]

What do the screens show for `C=CCN(C(=O)CCc1ccccc1OC)c1nc(-c2ccc(S(C)(=O)=O)cc2)cs1`?
KDM5B inhibitor: inconclusive

How did CN(C)C[C@@H]1CN(Cc2ccccn2)C[C@H]1NC(=O)c1cc(Cl)ccc1F do in these assays?
KDM5B inhibitor: inconclusive

What do the screens show for `CC1CCC(NC(=O)Cn2ncc3c4ccccc4n(Cc4ccc(Cl)cc4)c3c2=O)CC1` (stereo not given)?
KDM5B inhibitor: -18%

How did COc1ccc(N2CCN(S(=O)(=O)CCNC(=O)c3c(F)cccc3Cl)CC2)cc1 do in these assays?
KDM5B inhibitor: -4%

What do the screens show for `CCOCCn1c(=O)[nH]c2cc(C(=O)NCc3sc(C)nc3C)ccc21`?
KDM5B inhibitor: 1%

What do the screens show for `CCc1ccc(CNC(=O)c2sc3nc[nH]c(=O)c3c2C)cc1`?
KDM5B inhibitor: inconclusive

Results for Cc1ccc(-c2cc3c(ccn3C)c(C(=O)NCc3cccnc3)n2)cn1 ?
KDM5B inhibitor: inactive

How did CC(C)CC(=O)/C(=C/c1ccc(N(C)C)cc1)n1cncn1 do in these assays?
KDM5B inhibitor: 21%

What do the screens show for `Cc1ccc(S(=O)(=O)N2CCN(CCNC(=O)c3ccccc3)CC2)cc1`?
KDM5B inhibitor: 11%

How did CC(C)NC(=O)N1CCC[C@@H](O)[C@H](NC(=O)c2ccc(OCc3ccccc3)cc2)C1 do in these assays?
KDM5B inhibitor: 34%[activator][86.2 µM]

Results for O=C(COc1ccc(Cl)cc1)NCCc1nnc2ccccn12 ?
KDM5B inhibitor: 15%

Results for O=C1CC2CCCC(C1)N2C(=O)c1ccc(F)cc1 ?
KDM5B inhibitor: 31%[86.2 µM]

How did CCOC(=O)c1ccc(NS(=O)(=O)c2cc3c(cc2C)n(C)c(=O)c(=O)n3C)cc1 do in these assays?
KDM5B inhibitor: -3%

What do the screens show for `COc1ccc(C(=O)c2c(N)sc3c2CCN(C)C3)cc1`?
KDM5B inhibitor: inconclusive

What do the screens show for `CN(C)C(=O)c1ccc(Cl)cc1NS(=O)(=O)c1cc(F)ccc1F`?
KDM5B inhibitor: 14%

Results for CN(C)c1ccc(C(=O)N[C@H]2C[C@H]3C(=O)NC[C@@H](CCC(=O)NCc4ccc(F)cc4)N3C2)cc1 ?
KDM5B inhibitor: inconclusive

How did Cc1ccc(CNC(=O)c2ccc(C)s2)cc1 do in these assays?
KDM5B inhibitor: 24%

How did CCN(CC)CC1CCN(C(=O)CCc2c[nH]c3ccccc23)CC1 do in these assays?
KDM5B inhibitor: -3%

What do the screens show for `CS(=O)(=O)N1CCC2(CC1)CC(CC(=O)O)CCO2` (stereo not given)?
KDM5B inhibitor: 27%

What do the screens show for `CC(=O)Oc1c(Cl)cc(Cl)cc1Sc1cc(Cl)cc(Cl)c1OC(C)=O`?
KDM5B inhibitor: 23%

How did O=C(Cc1n[nH]c(=O)c2ccccc12)NC1CCCc2c1[nH]c1ccccc21 (stereo not given) do in these assays?
KDM5B inhibitor: inconclusive

How did COc1ccc(-n2cnc3cc(C(=O)NC4CCCCCC4)ccc32)cc1 do in these assays?
KDM5B inhibitor: -29%

How did COc1ccc2cc(C3CN(C(=O)Cc4ccc(O)cc4)CCO3)ccc2c1 (stereo not given) do in these assays?
KDM5B inhibitor: 5%

What do the screens show for `CCCN1CCN(C(=O)c2cc(-c3ccc(F)cc3)cn2CC)CC1`?
KDM5B inhibitor: -20%

What do the screens show for `O=C(c1ccc(C(F)(F)F)cc1)N1CCC2(C1)C(=O)N(Cc1ccccc1)c1ccccc12` (stereo not given)?
KDM5B inhibitor: -18%

What do the screens show for `CC(C)(C)NC(=O)CN1CCN(C(=O)c2cc3cc(F)ccc3[nH]2)CC1`?
KDM5B inhibitor: -8%

How did O=C(Nc1ccc(F)c(Cl)c1)C1CC(=O)n2c(nc3ccccc32)N1 (stereo not given) do in these assays?
KDM5B inhibitor: 36%

What do the screens show for `COC(=O)[C@H]1CN(C(=O)c2cccnc2)CCN1C(=O)N1CCOCC1`?
KDM5B inhibitor: -30%[86.2 µM]

Results for CCc1cccc2c(C(CC(=O)NCCOC)c3ccc(OC)cc3OC)c[nH]c12 (stereo not given) ?
KDM5B inhibitor: inconclusive

Results for O=C(CC1CCCCC1)N1CCCC(c2noc(COc3ccccc3F)n2)C1 (stereo not given) ?
KDM5B inhibitor: 12%

How did NC(CCCc1ccccc1)c1ccccc1 (stereo not given) do in these assays?
KDM5B inhibitor: 16%

Results for COc1ccccc1-c1nc2nccc(-c3ccc4c(c3)OCCCO4)n2n1 ?
KDM5B inhibitor: 14µM*

Results for CC1(C)C(=O)Nc2ccc(S(=O)(=O)N3CCCC(c4nn[nH]n4)C3)cc21 (stereo not given) ?
KDM5B inhibitor: -17%

How did CCc1ccc(NC(=O)C2CCCN(S(=O)(=O)c3cccc4nsnc34)C2)cc1 (stereo not given) do in these assays?
KDM5B inhibitor: inconclusive

What do the screens show for `COc1cccc(NC(=O)c2sc3ncnc(N(C)c4ccccc4)c3c2C)c1`?
KDM5B inhibitor: inconclusive

What do the screens show for `COCCn1c(CN2C(=O)N(C)C(=O)C2(C)C)nnc1C1CC(N)C1` (stereo not given)?
KDM5B inhibitor: 57%[activator]

How did CC(=O)Oc1cc(OC(C)=O)c2c(C)c(CC(=O)NC(C)c3ccccc3)c(=O)oc2c1 (stereo not given) do in these assays?
KDM5B inhibitor: 103%[activator]

How did CCOc1ccc(N(C(C)C(=O)NCCSc2ccc(C)cc2)S(C)(=O)=O)cc1 (stereo not given) do in these assays?
KDM5B inhibitor: -6%

What do the screens show for `N#C/C(=C/c1ccc(OC(F)F)cc1)c1ccccn1`?
KDM5B inhibitor: -28%

What do the screens show for `COc1ccc(-c2nc(SCC(=O)NC3CCCC3)c(-c3ccc(OC)cc3)[nH]2)cc1`?
KDM5B inhibitor: inconclusive

How did CCOC1C(C2COC3(CCCCC3)O2)OC2OC3(CCCCC3)OC21 (stereo not given) do in these assays?
KDM5B inhibitor: 13%

How did CCOC(=O)N1CCc2c(sc3c2c(=O)n(Cc2ccccc2)c(=O)n3Cc2c(F)cccc2Cl)C1 do in these assays?
KDM5B inhibitor: 14%

What do the screens show for `CCCc1nnc(N2C[C@@H](CCC)[C@H](C(=O)O)C2)s1`?
KDM5B inhibitor: 47%[activator]

Results for CCOC(=O)c1cc2c(=O)n3ccccc3nc2n(CC2CCCO2)c1=NC(=O)c1ccccc1C (stereo not given) ?
KDM5B inhibitor: inconclusive

How did CC(C)CCn1c(=O)c2sccc2n2c(CCCC(=O)Nc3ccc(C(C)C)cc3)nnc12 do in these assays?
KDM5B inhibitor: -25%

Results for O=C(c1ccccn1)N1CCC(CCOc2ccccc2F)C1 (stereo not given) ?
KDM5B inhibitor: 2%

What do the screens show for `O=[S+]1([O-])NC2(CCN(CC3CC3)CC2)COc2ccccc21`?
KDM5B inhibitor: inconclusive

How did COc1ccccc1-c1nnc(SCC(=O)N(CC(C)C)CC(C)C)n1N do in these assays?
KDM5B inhibitor: inconclusive

Results for Cn1nnc(-c2ccc(C(=O)N3CCC4(CCCO4)CC3)cc2)n1 ?
KDM5B inhibitor: 47%[activator]

Results for CCOc1ccc(NC(=O)NCc2nc(-c3cccc(Cl)c3)oc2C)cc1 ?
KDM5B inhibitor: 4%

What do the screens show for `CCOc1ccc(NC(=O)Cn2cc(S(=O)(=O)NC)c(S(=O)(=O)NC)c2)cc1`?
KDM5B inhibitor: -19%

What do the screens show for `Cc1cc(Nc2ncncc2-c2nc(-c3ccccc3)no2)ccc1F`?
KDM5B inhibitor: inconclusive

How did Cc1ccc(NC(=O)c2ncoc2-c2cccs2)cc1F do in these assays?
KDM5B inhibitor: 1%

What do the screens show for `CCN(CC)c1cc(CCC(=O)N2CCC(COC)CC2)ccn1`?
KDM5B inhibitor: 25µM*

How did CCCCNC(=O)NC(=O)CSc1nc(-c2ccco2)nc2ccccc12 do in these assays?
KDM5B inhibitor: inconclusive

What do the screens show for `CCNC(=O)N(C1CC1)C1CCOC2(CCN(C(=O)Nc3ccccc3)CC2)C1` (stereo not given)?
KDM5B inhibitor: -20%

What do the screens show for `CCc1ccccc1N/C=C(\C#N)c1nc(-c2ccc(C)cc2C)cs1`?
KDM5B inhibitor: 14%

What do the screens show for `CCOC(=O)C1CCCN(CCN(C)C)C1` (stereo not given)?
KDM5B inhibitor: 1%

How did COC(=O)N(C)CC(=O)NC1CCC(C)CC1 (stereo not given) do in these assays?
KDM5B inhibitor: 8%

How did CC(C)n1nnnc1SCC(=O)N(Cc1cccs1)c1ccc2c(c1)OCCO2 do in these assays?
KDM5B inhibitor: 17%

How did CCCCNC(=O)N1CCN(C(=O)Cc2c[nH]c3ccccc23)CC1 do in these assays?
KDM5B inhibitor: 12%

What do the screens show for `COc1ccc(S(=O)(=O)N2CCCCC2)cc1C(=O)Nc1cccc(C(F)(F)F)c1`?
KDM5B inhibitor: inconclusive

Results for COc1ccc(CNCc2cccs2)c(OC)c1 ?
KDM5B inhibitor: 24%

How did CC(c1ccccc1)C(CC(=O)O)C(=O)O (stereo not given) do in these assays?
KDM5B inhibitor: 1%

Results for O=C1Nc2ccccc2C12CN(Cc1ccc3ccccc3c1)C2 ?
KDM5B inhibitor: inconclusive

What do the screens show for `Cn1ccc(C(=O)N2CCC3(CC2)OC(=O)N(Cc2ccccc2C#N)C3(C)c2ccccc2)n1` (stereo not given)?
KDM5B inhibitor: 29%

Results for Cn1nc(C(=O)N2CCCN(Cc3ccncc3)C(c3ccccc3)CC(=O)NCC2)c2ccccc21 (stereo not given) ?
KDM5B inhibitor: inconclusive

Results for COc1ccc(C)cc1NC(=O)C(C)N1CCN(S(=O)(=O)Cc2ccccc2)CC1 (stereo not given) ?
KDM5B inhibitor: 13%

Results for COC[C@@H]1CN(C(=O)c2cc(C)oc2C)C[C@H]1c1ccccn1 ?
KDM5B inhibitor: 24%

Results for Cc1ccnc(NC(=O)CCc2ncc(-c3ccccc3)o2)c1 ?
KDM5B inhibitor: -11%

What do the screens show for `CCc1ccc(-c2cc(C(F)(F)F)on2)cc1S(=O)(=O)Nc1cc(OC)ccc1OC`?
KDM5B inhibitor: -10%

How did O=C(c1cc2ccccc2oc1=O)N1CCCC(C(F)(F)F)C1 (stereo not given) do in these assays?
KDM5B inhibitor: 3%

Results for Cc1ccc2c(c1)C(c1ccccc1)N(C(=O)COc1ccc(Cl)cc1Cl)CC(=O)N2 (stereo not given) ?
KDM5B inhibitor: -9%
